Screens as filed in PubChem.
procasp7 counter = activates human procaspase-7, counter-screen for procaspase-3 activators; recombinant procaspase-7, Ac-DEVD-pNA absorbance 405 nm; D23A/D198A/D206A triple mutant, cannot self-cleave; scale: DMSO 0, 5 µM enzyme 100; activation, % at 8.5 µM; 330,000 tested, 0.093% active;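 active = percent activation above the screen-wide mean plus 3 SD, cut at about 25% in these data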
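buffer or medium = Zinc-free HEPES/NaCl buffer, pH 7.4 | material = Procaspase-7 triple mutant (PC-7 D3A) | input = 2 µM procaspase-7 mutant as dispensed | signal = Epi-absorbance of released pNA at 405 nm, two timepoints | timing = 1 h preincubation, 2 h reaction | replicates = singlicate compound testing | evaluation = % activation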
RPL19A-GFP yeast = yeast TOR pathway RPL19A-GFP modulation; S. cerevisiae RPL19A-GFP strain, flow cytometry, 3 h; stronger effect = lower value; percent response vs DMSO, % at 10 µM; 330,000 tested, 0.3% active; AID 2025;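 active = percent response vs DMSO below 50%; inconclusive = fewer than 70 events counted for the yeast strain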;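 also: median channel GFP fluorescence of the barcoded RPL19A-GFP strain; ratio of sample median GFP to plate DMSO average so 100% = DMSO; lower means less RPL19A-GFP as with rapamycin TOR inhibition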
GASC-1 inh = human JMJD2C demethylase inhibition | GST-JMJD2C(1-420) H3K9me3 demethylation, DELFIA europium | Q9H3R0 | 330,000 tested, 0.069% active | inhibition, % at 2.35 µM | AID 2099;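 active = more than half of a compound's replicate wells show inhibition beyond 50%, single wells judged on their own value; inconclusive = some, but no more than half, of replicates pass 50% inhibition; inactive = no replicate passes 50% inhibition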;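 also: signal counts dimethyl H3K9 product captured on neutravidin plate; 0% = median of DMSO wells and 100% = 0.3 times that DMSO median; strong numbers were not always called active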
MEP2-GFP yeast = yeast TOR pathway MEP2-GFP modulation; S. cerevisiae MEP2-GFP strain, flow cytometry GFP, 3 h; 100% = DMSO control level; GFP response vs DMSO, % at 10 µM; 330,000 tested, 0.51% active;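 active = GFP response versus DMSO above a set limit, roughly screen mean plus 3 SD, cut at about 180% in these data; inconclusive = fewer than 70 cells counted for a yeast strain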;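 also: median GFP fluorescence of the barcode-gated MEP2-GFP cells per well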
proCasp3 act = activators of human procaspase-3. P42574. recombinant procaspase-3 D3A, Ac-DEVD-pNA absorbance 405 nm. activation, % at 8.5 µM. 330,000 tested, 0.11% active. AID 463141;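 active = activation above the mean of all tested compounds plus 3 SD, cut at about 21% in these data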;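 also: 0% = DMSO alone and 100% = DMSO wells spiked with extra 5 µM PC-3 D3A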
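Test system: Procaspase-3 D3A mutant, all three cleavage aspartates alanine | Dosing: Single dose, 8.5 µM nominal compound, 0.8% DMSO | Schedule: 1 h preincubation, 2 h reaction | Technique: 405 nm absorbance of p-nitroaniline, reads at 0 and 120 min | Repeats: One well per compound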
AHR act = activates the human aryl hydrocarbon receptor; activation, % at 5 µM; AHR-responsive luciferase reporter cells, luminescence; P35869; 320,000 tested, 2.5% active; in the data active = activation above about 47%;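 also: 0% = vehicle wells and 100% = reference agonist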
Target sequence (P35869 whole entry, looked up): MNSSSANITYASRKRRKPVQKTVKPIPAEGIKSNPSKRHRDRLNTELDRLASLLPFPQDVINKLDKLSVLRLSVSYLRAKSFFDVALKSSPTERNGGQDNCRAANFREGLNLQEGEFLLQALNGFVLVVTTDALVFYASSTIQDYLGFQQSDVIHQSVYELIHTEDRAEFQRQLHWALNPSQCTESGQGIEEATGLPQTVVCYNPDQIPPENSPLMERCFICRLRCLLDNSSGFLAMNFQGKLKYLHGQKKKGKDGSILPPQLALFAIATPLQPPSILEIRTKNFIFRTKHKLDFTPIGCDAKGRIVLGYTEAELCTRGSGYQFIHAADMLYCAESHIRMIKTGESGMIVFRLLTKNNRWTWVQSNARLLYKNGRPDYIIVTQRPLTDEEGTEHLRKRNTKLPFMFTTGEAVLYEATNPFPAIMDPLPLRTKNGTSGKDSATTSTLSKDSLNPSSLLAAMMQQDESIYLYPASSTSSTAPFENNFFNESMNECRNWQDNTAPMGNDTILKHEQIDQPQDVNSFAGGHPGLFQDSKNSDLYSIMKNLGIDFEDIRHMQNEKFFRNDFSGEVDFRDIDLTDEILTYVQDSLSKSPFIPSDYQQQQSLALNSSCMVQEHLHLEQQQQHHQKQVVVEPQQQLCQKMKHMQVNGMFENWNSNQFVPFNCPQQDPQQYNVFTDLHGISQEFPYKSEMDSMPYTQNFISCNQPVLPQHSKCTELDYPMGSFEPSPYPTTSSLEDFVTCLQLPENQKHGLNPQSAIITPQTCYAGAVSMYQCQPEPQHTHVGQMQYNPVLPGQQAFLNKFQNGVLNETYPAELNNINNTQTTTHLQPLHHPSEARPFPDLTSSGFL
LAP4 TOR yeast = alters LAP4-GFP fluorescence in TOR pathway yeast screen. 320,000 tested, 0.34% active. S. cerevisiae LAP4-GFP multiplex, flow cytometry GFP, 3 h; median GFP as percent of DMSO wells. GFP response vs DMSO, % at 10 µM. AID 2023;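 active = GFP response vs DMSO above a set limit, about the screen mean plus 3 SD, cut at about 150% in these data; inconclusive = under 70 cell events counted for the yeast strain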
CR mimetic SO = caloric restriction mimetics inhibiting age-related superoxide in yeast. S. cerevisiae aged cells, superoxide DHE fluorescence; stronger effect = lower value. superoxide response (% of plate mean), % at 10 µM. 330,000 tested, 0.18% active. AID 2690;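 active = superoxide response under a set limit, about three screen SD below normal, cut at about 65% in these data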;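 also: yeast aged for seven days with compound at 30 °C before DHE staining; 100% = average MFI of all compound-treated wells on the plate with controls excluded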
The depositor's hits bear a star; ? = inconclusive; · = no result given; & = joins results of further samples; [ ] = dose if it differs, or a comment. Compounds were not picked by outcome. About 3.8% of those tested had a hit in this group.

SMILES	procasp7 counter	RPL19A-GFP yeast	GASC-1 inh	MEP2-GFP yeast	proCasp3 act	AHR act	LAP4 TOR yeast	CR mimetic SO
CC1(C)C2CCC1(C)C(OC(=O)CSc1nc(N)cc(=O)[nH]1)C2 (stereo not drawn)	4	97	73	97	3	1	99	118
CCC1=NN2C(=N)/C(=C\c3cccn3-c3cccc(Cl)c3)C(=O)N=C2S1	5	103	0	97	-13	0	84	150
COC(=O)c1ccn(-c2nc(-c3ccco3)cc(C(F)(F)F)n2)n1	-17	100	12	102	4	-2	109	82
O=C(NC1CCCCC1)c1cc(C2CC2)on1	0	99	7	94	1	14	115	103
COc1cc(/C=N/NC(=O)c2cc(-c3ccccc3)nc3ccccc23)ccc1O	-11	107	-20	103	-1	24	84	100
O=C(CSc1nnnn1-c1ccc2c(c1)OCO2)NCc1cccs1	2	99	1	101	10	7	103	102
CN(C)S(=O)(=O)c1cccc(-c2csc(N/N=C/c3ccco3)n2)c1	-31	93	-2	96	-16	0	98	118
COC(=O)NC(NC(=S)Nc1cccc(C)c1)C(Cl)(Cl)Cl (stereo not drawn)	-11	103	-30	108	5	0	106	110
CCOC(=O)CSC1=N/C(=C\c2cc(OC)c(OC)c(OC)c2)C(=O)N1C	8	105	4	105	-13	-2	99	92
COc1ccc(-n2c(SCC(=O)NCCCN3CCCC3=O)nnc2C(C)N2CCCCC2)cc1 (stereo not drawn)	2	93	8	85	-7	1	109	94
CN(CC1CCOCC1)C(=O)CC1C(=O)NCCN1Cc1ccc(F)c(F)c1 (stereo not drawn)	-4	103[may fluoresce green]	3	102[may fluoresce green]	0	-2	96[may fluoresce green]	102
O=C(Oc1ccc([N+](=O)[O-])cc1)c1cncc(Br)c1	-5	93	-4	104	4	1	95	91
O=C(NCC(O)c1ccc([N+](=O)[O-])cc1)Nc1ccccc1 (stereo not drawn)	-13	110	38	89	-10	3	97	96
O=C(NCCS(=O)(=O)NCCCc1ccccc1)c1ccccc1	-1	103	34	105	-1	2	100	97
COc1ccc(S(=O)(=O)N2CCC(C(=O)NCc3ccco3)CC2)cc1C	8	103	-26	107	0	1	99	88
CCCCNC(=O)c1cccc2c(=O)c(C)c(-c3ccccc3)oc12	-10	106	-2	107	0	36	101	105
COc1ccc(C(=O)N2CCN(c3ccc(C(C)=O)cc3)CC2)cc1S(=O)(=O)N1CCCC1	8	99	-4	104	2	2	97	96
Clc1ccc(CNc2ncccn2)cc1	·	98	0	101	·	·	95	103
CCCCCOc1ccc(NC(=O)c2cc(SC)ccc2Cl)cc1	2	102	4	109	0	-1	106	104
O=C(O)c1ccc(Nc2ccc(Cl)c(Cl)c2)c([N+](=O)[O-])c1	·	111	0	122	·	·	98	133
C=C(C)Cn1c(C)cc(C)c(S(=O)(=O)c2cccc(C)c2)c1=O	0	105	3	99	8	4	95	110
Cc1ccc(/C=C/C(=O)Nc2cc(C)on2)cc1	3	91	-2	94	-11	5	·	97
CN1CCN(CC(=O)N2c3ccc(S(=O)(=O)NCCNC(=O)OC(C)(C)C)cc3C(=O)Nc3cccnc32)CC1	-7	103	-7	95	5	0	130	99
COc1ccc2[nH]c3c(=O)n(Cc4ccncc4)cnc3c2c1	6	102	0	105	6	16	104	112
C/C(=N\NC(=O)c1cc(C(C)C)[nH]n1)c1ccncc1	-5	108	7	105	-7	30	102	98
C[C@]12c3[nH]c4ccccc4c3CCN1C(=O)C(CC(=O)NCc1ccco1)C[C@@H]2C(=O)N1CCCCC1 (stereo partly drawn)	0	93	-5	94	4	0	87	103
Cc1nc2ccccc2c(=O)n1Cc1ccc([N+](=O)[O-])cc1	14	107	-5	105	-7	-1	115	92
CC1(C)CC(=O)C(C(C2=C(O)CC(C)(C)CC2=O)c2ccc(Cl)c([N+](=O)[O-])c2)C(=O)C1 (stereo not drawn)	-14	105	9	91	-11	2	88	98
CCC(C)CCN1C(N(C)C)=NC[C@@H]1CC(C)C (stereo partly drawn)	0	96	-2	102	3	3	98	102
CSc1ccc(CCNC(=O)CCc2nnc3ccc(N4CCC5(CC4)OCCO5)nn23)cc1	3	101	-10	105	6	3	104	95
CCOCCCNC(=O)c1ccccc1SCC	-5	99	12	102	7	10	99	94
COC(=O)c1cc(C(=O)c2ccc(Cl)cc2Cl)cn1C	-5	103	1	104	-5	-1	108	121
COC(=O)c1ccc(NC(=O)COc2ccc(C3C(C#N)=C(N)Oc4c3ccc3ccccc43)cc2OC)cc1 (stereo not drawn)	0	96	-2	91	2	1	93	103
Nc1ccc(Oc2ncccn2)cc1	11	96	-10	100	-3	0	104	93
CS(=O)(=O)N1CC2CCCN2c2ccc(C(F)(F)F)cc21 (stereo not drawn)	-11	105	-3	106	-1	-2	107	90
CC1CCCN(CC(O)CN)C1 (stereo not drawn)	-1	99	68	94	-12	4	88	110
O=C(COC(=O)c1ccc2c(c1)OCCO2)NCCc1ccc(F)cc1	2	99	2	103	5	-1	97	106
CC(C)(C)CN1C(N)=NC[C@@H]1c1ccccc1	0	101	8	98	8	0	99	103
CCOC(=O)C(Nc1ccc2ccccc2c1)C(=O)OCC	-5	104	-1	108	-1	37	91	108
CCc1nnc(NC(=O)C(C)Sc2ccccc2)s1 (stereo not drawn)	2	104	31	107	8	0	103	86

Single records (already shown).
Cc1nc2ccccc2c(=O)n1Cc1ccc([N+](=O)[O-])cc1 across the screens: procasp7 counter = 14; RPL19A-GFP yeast = 107; GASC-1 inh = -5; MEP2-GFP yeast = 105; proCasp3 act = -7; AHR act = -1; LAP4 TOR yeast = 115; CR mimetic SO = 92
CCOC(=O)C(Nc1ccc2ccccc2c1)C(=O)OCC across the screens: procasp7 counter = -5; RPL19A-GFP yeast = 104; GASC-1 inh = -1; MEP2-GFP yeast = 108; proCasp3 act = -1; AHR act = 37; LAP4 TOR yeast = 91; CR mimetic SO = 108
Nc1ccc(Oc2ncccn2)cc1 across the screens: procasp7 counter = 11; RPL19A-GFP yeast = 96; GASC-1 inh = -10; MEP2-GFP yeast = 100; proCasp3 act = -3; AHR act = 0; LAP4 TOR yeast = 104; CR mimetic SO = 93

The list continues:
SMILES	procasp7 counter	RPL19A-GFP yeast	GASC-1 inh	MEP2-GFP yeast	proCasp3 act	AHR act	LAP4 TOR yeast	CR mimetic SO
O=C(N/N=C\c1ccc(Oc2ccccc2)cc1)c1csnn1	-15	94	1	95	-12	12	104	97
COc1ccc(OC)c(C2=NS(=O)(=O)N(C)C(C(=O)Nc3cccc(C(C)=O)c3)=C2)c1	2	101	-22	120	5	4	107	88
CCOC(=O)N1CCN(c2ccc(C(=O)CC)cc2F)CC1	-1	101	-16	105	2	-1	106	111
CC(=O)Nc1ccc(NC(=O)CC23CC4CC(CC(C4)C2)C3)cc1	-1	93	3	102	15	-2	92	106
N=C1C(c2nc3ccccc3c(=O)[nH]2)=C(O)CN1CCc1ccccc1	1	102	1	106	4	-6	103	104
CCOc1cc(C2c3c(n[nH]c3C)C(=O)N2c2ccc(Br)cc2)ccc1O (stereo not drawn)	-13	111	48&-1	99	-13	10	104	89
O=C(COc1ccccc1C(=O)Nc1ccccc1)c1ccc(F)cc1	-6	101	-2	103	5	3	103	94
C/C(CC(=O)Nc1c(Cl)cccc1C(F)(F)F)=N\NC(=O)c1cnccn1	4	98	6	95	0	18	97	105
O=C(c1ccc(F)cc1)C1CCN(C(=S)NCC2CCCO2)CC1 (stereo not drawn)	5	102	20	104	3	-2	100	94
CCCc1cc(=O)[nH]c(SCc2nc3ccccc3o2)n1	0	97	-1	97	-2	6	105	108
Cc1ccccc1CS(=O)(=O)CC(O)CN1CCCC1=O (stereo not drawn)	4	106	0	104	1	0	93	106
CCOC(=O)N1CCC(NC(=O)CN2C(=O)CCSc3ccccc32)CC1	6	103	-7	105	2	2	95	91
O=C(c1cc2cc(Cl)ccc2oc1=O)N1CCOCC1	-8	98	-1	101	6	-1	100	103
O=C(c1ccc(Cl)cc1)N1CCCC(C(=O)N2CCCCC2)C1 (stereo not drawn)	2	98	4	95	7	0	93	93
Cc1c(C(C)NC(=O)Nc2ccc(F)cc2F)cnn1C (stereo not drawn)	1	100	0	100	0	0	100	102
CCCC(=O)Nc1cc2c3c(c1)C(C)C(=O)N3CCC2 (stereo not drawn)	-8	94	2	95	1	3	91	84
C#CCSc1n[nH]c(=O)n1-c1cccc(C(F)(F)F)c1	5	98	-3	98	-1	-2	·	111
COc1cccc(C(=O)Nc2nnc(SCC(=O)NC3CC3)s2)c1	-4	101	26	105	-6	22	94	102
CCCOc1ccc(-c2c(C(=O)N/N=C/c3ccncc3)nnn2-c2nonc2N)cc1	-4	100	0	101	-2	23	88	105
CCOC(=O)c1[nH]c2ccccc2c1NC(=S)Nc1ccccc1	-11	102	11	99	-7	49*	107	99
Cc1cc(NS(=O)(=O)c2ccc(NC(=O)CN3C(=O)c4ccccc4C3=O)cc2)nc(C)n1	2	96	-18	92	-1	1	90	104
CCOC(=O)c1c(C)[nH]c(C)c1C(=O)COC(=O)/C=C/c1cccc(C(F)(F)F)c1	6	97	-9	99	-15	0	95	123
CCOc1cc(C(=O)N(C)Cc2cc3cc(OC)ccc3[nH]c2=O)cc(OCC)c1OCC	1	101	-1&-5	102	4	-1	99	85
CS(=O)(=O)c1ccc2nc(NC(=O)c3ccc(NS(=O)(=O)c4cccc([N+](=O)[O-])c4)cc3)sc2c1	3	101	10	105	-2	4	110	94
O=C(CN1C(=O)c2ccccc2S1(=O)=O)NCCSCc1c(F)cccc1Cl	4	103	-1	104	-17	-4	97	86
Cc1ccc(S(=O)(=O)N2CCCCC2)cc1NC(=O)c1cc2ccccc2o1	8	92	1	94	0	13	97	109
COc1ccc(C)cc1NC(=O)C(=O)N/N=C(\C)CC(=O)Nc1cccnc1	-10	·	-7	·	4	35	·	84
O=C(COc1ccc(Cl)cc1)NCC(=O)N/N=C/c1cccs1	11	96	-24	98	-2	10	86	105
Cc1ccc(NC(=S)N(CCN(C)C)C(C)c2ccco2)cc1C (stereo not drawn)	-5	107	-3	106	-4	-2	89	98
COc1cccc(N2CCN(S(=O)(=O)c3ccc4c(c3)NC(=O)C(C)C(=O)N4)CC2)c1 (stereo not drawn)	-3	97	-1	98	9	1	89	116
CN(C)CC(=O)Nc1ccc(S(N)(=O)=O)cc1	10	96	-6	97	-7	0	89	102
O=C(CCN1C(=O)c2ccccc2S1(=O)=O)Nc1ccc2c(c1)OCCO2	5	95	-6	101	-1	0	99	88
Cc1ccccc1Sc1c(C#N)c(-c2ccccc2)nn1C	-1	94	?	92	-3	-5	90	99
O=C(Nc1ccc(N2CCOCC2)c(S(=O)(=O)Nc2cc(Cl)ccc2Cl)c1)c1cccnc1	-1	99	1	104	-4	19	100	118
COC(=O)c1cc(S(=O)(=O)NCC2CCN(CCc3cccs3)CC2)c[nH]1	7	100	9	107	1	-1	96	97
